Compound activity (PubChem BioAssay)
RXFP1 antagonist = antagonists of human relaxin receptor RXFP1. hit rate 0.59% among 350,000. Q9HBX9. AID 1259400. activity change, negative = inhibition, % at 57.5 µM. HEK293-RXFP1, relaxin-stimulated cAMP HTRF, 30 min; active compounds read low;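 active = activity change of -60% or lower, but not beyond a set lower limit; inconclusive = change between -60% and -40%, or beyond the set limit; inactive = change above -40%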; note: % is set by controls: 0 for no effect and ±100 for the full control effect
Anesthetic bind = binds horse apoferritin like a general anesthetic; P02791; apoferritin/1-aminoanthracene competitive binding, fluorescence; Potency, µM (series often up to 77.5 µM), without a hit: at the highest dose activity change, negative = displacement, most hits filed as inhibitors; hit rate 0.074% among 350,000; AID 485281; note: potency is the fitted concentration of half-maximal effect; % is set by controls: 0 for no effect and ±100 for the full control effect; nearly all actives have a fitted effect of over 20% in size
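In PBS, apoferritin at 10 uM is loaded with 1-AMA from a 50% saturated solution. After 10 min of compound exposure at ambient temperature, reduced 535 nm fluorescence indicates probe displacement.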
POLI inh = inhibitors of human DNA polymerase iota | Q9UNA4 | Potency, µM (top dose mostly 115 µM), inactives show at the highest dose activity, negative = inhibition, usual class: inhibitors | Pol iota fluorescent replication assay, 10 min | AID 588590 | hit rate 1% among 390,000; note: potency is the fitted concentration of half-maximal effect
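Pol iota at 10 nM preincubated 15 min with compounds at room temperature; reaction started with fluorescent substrate, 50 nM final. Fluorescence read kinetically at 0 and 10 min; buffer-only wells as negative control.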
APEX1 inh = APE1 (human) endonuclease inhibition. P27695. recombinant APE1, TAMRA/BHQ-2 abasic DNA cleavage fluorescence. Potency, µM (doses to about 65.8 µM), for inactives: at the top dose activity change, negative = inhibition, most hits filed as inhibitors. hit rate 0.35% among 350,000;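 note: potency is the fitted concentration of half-maximal effect; plate controls were vehicle for no effect and reference inhibitor for full effect; nearly all actives have a fitted effect of over 55% in size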
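Activity was derived from the fluorescence gain between first and third kinetic reads (60 s intervals, ex 525/em 598 nm) after 50 nM THF-abasic TAMRA/BHQ-2 duplex was added to 0.75 nM APE1 preincubated 15 min with compound.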
POLK inh = inhibitors of human DNA polymerase kappa | Q9UBT6 | purified Pol kappa, fluorescent DNA synthesis assay, 10 min | Potency, µM (highest dose often 107 µM), for inactives: at the highest dose activity, negative = inhibition, actives largely listed as inhibitors | hit rate 0.53% among 400,000 | AID 588579; note: potency is the fitted concentration of half-maximal effect; % is set by controls: 0 for no effect and ±100 for the full control effect
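Inhibition of 10 nM Pol kappa is measured by a fluorescent read-out at 0 and 10 min following addition of 50 nM substrate (final), with a 15-min room-temperature compound preincubation.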
BLM inh = inhibitors of human Bloom syndrome helicase BLM | P54132 | recombinant BLM DNA unwinding, fluorescence dequenching | Potency, µM (series often up to 56.1 µM), inactives show at the highest dose activity change, negative = inhibition, actives largely listed as inhibitors | hit rate 0.2% among 350,000 | AID 2528;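 note: potency is the fitted concentration of half-maximal effect; plate controls were vehicle for no effect and no enzyme for full effect; nearly all actives have a fitted effect of over 35% in size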
Target sequence (P54132 whole entry, looked up): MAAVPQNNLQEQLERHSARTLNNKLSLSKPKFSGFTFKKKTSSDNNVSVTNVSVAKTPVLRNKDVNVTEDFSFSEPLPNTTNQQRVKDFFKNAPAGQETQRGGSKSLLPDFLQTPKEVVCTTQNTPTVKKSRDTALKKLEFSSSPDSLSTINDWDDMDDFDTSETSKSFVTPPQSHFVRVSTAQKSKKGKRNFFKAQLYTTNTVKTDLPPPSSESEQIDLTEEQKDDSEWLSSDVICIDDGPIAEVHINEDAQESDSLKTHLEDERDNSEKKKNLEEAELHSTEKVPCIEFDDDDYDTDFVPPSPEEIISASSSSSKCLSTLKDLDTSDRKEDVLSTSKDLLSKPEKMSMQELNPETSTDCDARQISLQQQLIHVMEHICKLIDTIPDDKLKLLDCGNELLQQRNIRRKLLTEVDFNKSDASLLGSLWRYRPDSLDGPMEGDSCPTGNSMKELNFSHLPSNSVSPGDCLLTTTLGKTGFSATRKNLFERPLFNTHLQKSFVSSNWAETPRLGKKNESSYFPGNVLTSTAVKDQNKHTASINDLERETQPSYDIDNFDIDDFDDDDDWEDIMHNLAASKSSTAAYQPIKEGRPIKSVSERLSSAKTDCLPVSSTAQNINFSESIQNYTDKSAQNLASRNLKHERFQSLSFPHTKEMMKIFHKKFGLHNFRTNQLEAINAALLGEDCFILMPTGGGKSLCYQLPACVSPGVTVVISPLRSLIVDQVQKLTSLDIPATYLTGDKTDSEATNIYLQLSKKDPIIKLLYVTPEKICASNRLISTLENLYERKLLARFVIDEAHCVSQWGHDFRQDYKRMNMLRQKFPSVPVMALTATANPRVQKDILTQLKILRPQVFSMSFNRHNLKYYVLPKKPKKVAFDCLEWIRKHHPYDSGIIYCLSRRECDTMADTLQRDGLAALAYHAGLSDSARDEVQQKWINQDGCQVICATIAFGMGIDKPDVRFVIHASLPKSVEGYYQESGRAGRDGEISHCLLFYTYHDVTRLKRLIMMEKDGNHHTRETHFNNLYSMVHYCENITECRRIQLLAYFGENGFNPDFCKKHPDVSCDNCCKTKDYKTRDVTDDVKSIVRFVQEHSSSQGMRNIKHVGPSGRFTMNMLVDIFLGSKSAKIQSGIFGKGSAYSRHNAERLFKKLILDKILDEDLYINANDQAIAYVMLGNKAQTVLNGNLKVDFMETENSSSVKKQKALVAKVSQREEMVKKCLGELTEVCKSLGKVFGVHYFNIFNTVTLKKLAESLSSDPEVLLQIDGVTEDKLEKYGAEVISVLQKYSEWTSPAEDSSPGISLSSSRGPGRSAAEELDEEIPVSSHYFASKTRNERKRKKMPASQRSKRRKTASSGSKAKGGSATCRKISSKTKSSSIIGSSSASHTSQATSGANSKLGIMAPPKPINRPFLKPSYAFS
PGK inhibitor = blocks T. brucei phosphoglycerate kinase. PGK/GAPDH coupled, Kinase-Glo luminescence, 60 min. Potency, µM (doses to about 57.5 µM), without a hit: at the highest dose activity change, negative = inhibition, actives largely listed as inhibitors. P07378. AID 602233. hit rate 0.043% among 380,000; note: potency is the fitted concentration of half-maximal effect; % is set by controls: 0 for no effect and ±100 for the full control effect; nearly all actives have a fitted effect of over 60% in size
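Luminescent ATP detection (Kinase-Glo Plus) follows a 60-minute room-temperature incubation, with wells lacking PGK as controls. Buffer: 100 mM TEA (pH 7.6), 5 mM MgCl2, 0.01% Tween-20. Coupling enzyme GAPDH (100 nM final) supplies unstable 1,3-BPG in-well.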
POLH inh = inhibitors of human DNA polymerase eta. Q9Y253. recombinant Pol eta, fluorescent DNA replication assay. Potency, µM (highest dose often 114 µM), without a hit: at the highest dose activity change, negative = inhibition, most hits filed as inhibitors. hit rate 1.2% among 390,000; note: potency is the fitted concentration of half-maximal effect; % is set by controls: 0 for no effect and ±100 for the full control effect
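Pol eta (10 nM) was preincubated with compounds for 15 min at room temperature, after which fluorescent replication substrate (50 nM final) was added to start the reaction. Fluorescence was read kinetically at 0 and 10 min.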
Pol beta inh = inhibitors of human DNA polymerase beta. Potency, µM (highest dose often 114 µM), for inactives: top-dose activity change, negative = inhibition, most hits filed as inhibitors. hit rate 1.3% among 340,000. P06746. Pol beta primer extension/strand displacement, fluorescence kinetic; note: potency is the fitted concentration of half-maximal effect; % is set by controls: 0 for no effect and ±100 for the full control effect
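Reaction started by 50 nM substrate onto compound-treated Pol beta (10 nM, 15 min preincubation, room temperature); plates read at 0 min and 10 min. Normalized concentration-effect data fitted by four-parameter Hill equation.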
An asterisk follows results filed as active; i = inactive; u = inconclusive; x = not tested or not shown; & = joins results of further samples; [ ] = remark or other dose. Unless noted, calls come from the whole dose curve; as a rule, active = well fitted curve in the direction sought with a large enough effect; inconclusive = small, poorly fitted or top-dose-only effect, or another doubt; inactive = no such curve, though single readings can be large; an effect the other way counts as inactive or inconclusive. This is a subset; count on the stated rates, not on these rows.

SMILES | RXFP1 antagonist | Anesthetic bind | POLI inh | APEX1 inh | POLK inh | BLM inh | PGK inhibitor | POLH inh | Pol beta inh
COc1cccc(C(=O)NCCN2CCN(c3ccc(Cl)cc3)CC2)c1 | x | x | 2% | u | -5%[60.1 µM] | x | 1% | -6% | 10%[57.1 µM]
Cc1ccc(SCC(=O)OCC(=O)NC2CCCCCCC2)cc1 | 0 | x | 25% | -5% | -12% | x | -5% | -23% | x
CCN(CC)C(=O)c1sc2nc(-c3ccccc3)ccc2c1N | 13 | -20% | 18% | -2% | -15% | -7% | -2% | -17% | -2%
O=Cc1cc(N=Nc2ccccc2Cl)ccc1O | -65* | u | u | 1% | u | -10% | -16% | -2% | u
Cc1c(NC(=O)C2CCCN2S(=O)(=O)c2ccc(Cl)cc2)c(=O)n(-c2ccccc2)n1C (stereo not drawn) | 9 | -8% | u | 0% | -11% | 0% | x | -4% | 26%
COC(=O)c1cccc(COC(=O)CNC(=O)c2ccco2)c1 | -9 | -10% | 24% | -5% | -8% | 0% | 1% | -13% | 19%
CCOC(=O)c1c(NC(=O)C2CCCCC2)sc2c1CCN(CC)C2 | 9 | -20% | 1% | 15% | -7% | -8% | -5% | 0% | 14%
CC(C)(C)c1cc(CCC(=O)NCc2ccccn2)cc(C(C)(C)C)c1O | -9 | -8% | 1% | -1% | -18% | -7% | 0% | -6% | 2%
CNC(=O)Nc1cccc(-c2ccnc(C)n2)c1 | -2 | -6% | -1%[58.9 µM] | u | -4% | 2% | -5% | -20% | 32%
CN(C)/C=N/c1c(C(=O)NCc2ccccc2)nnn1Cc1ccccc1 | 7 | -15% | 17% | -7% | -8% | -1% | -3% | -12% | 1%
Cc1c(C(=O)N/N=C/c2cccs2)nc2ccccn12 | 1 | 58%[activator] | 12% | 10% | -12% | 5% | -2% | -14% | 29%
Nc1cccc2c1nnn2C1OC(CO)C(O)C(O)C1O (stereo not drawn) | x | 0% | x | -5% | x | -5% | x | x | 2%
CCC(C)NS(=O)(=O)c1ccc(NC(=O)c2cccs2)cc1 (stereo not drawn) | 17 | -5% | -5% | 1% | -2% | -3% | i | -7% | -16%
Cc1cc(C(=O)Nc2sc(C)c(-c3ccc(F)cc3)c2C(N)=O)no1 | -22 | 2% | -10% | -4% | -7% | 2% | -1% | -15% | 71%
O=C(Nc1ccc2oc(Cc3ccc(Cl)cc3)nc2c1)c1cccnc1 | -20 | u | -25% | -13% | 2%[60.1 µM] | -3% | 1% | -6% | 7%
Cc1ccc(C)c(N(C)C(=O)C2CCN(c3ncnc4c3nc3n4CCCCC3)CC2)c1 | -6 | u | 5% | x | 4% | 1% | -7% | -23% | 2%
COc1ccccc1C(=O)Nc1ccccc1N1CCCCC1 | 1 | -8% | -5% | -13% | -5% | -11% | -17% | -11% | 10%
CC1CC(C)CN(S(=O)(=O)c2ccccc2[N+](=O)[O-])C1 (stereo not drawn) | x | -22% | -12% | 5% | -6% | -3% | i | -21% | u
COc1cc(-c2nc(-c3ccccc3)c(-c3cccs3)[nH]2)cc(OC)c1OC | 0 | -4% | -6% | -8% | -9% | -3% | -6% | -5% | 35%
CNC(=O)C1=C(C)NC(=S)NC1c1cc2c(cc1OC)CCCC2 (stereo not drawn) | -8 | -3% | -9% | 25% | -6% | 3% | 6% | -6% | 18%

Reprinted from the part before: 2 compounds, then new ones.
SMILES | RXFP1 antagonist | Anesthetic bind | POLI inh | APEX1 inh | POLK inh | BLM inh | PGK inhibitor | POLH inh | Pol beta inh
COc1cc(-c2nc(-c3ccccc3)c(-c3cccs3)[nH]2)cc(OC)c1OC | 0 | -4% | -6% | -8% | -9% | -3% | -6% | -5% | 35%
CNC(=O)C1=C(C)NC(=S)NC1c1cc2c(cc1OC)CCCC2 (stereo not drawn) | -8 | -3% | -9% | 25% | -6% | 3% | 6% | -6% | 18%
CC(=O)c1ccc(NS(=O)(=O)c2ccc(-c3cnc(C4CC4)o3)cc2)cc1 | -15 | -24%&-9% | -15%&5% | 45% | -6% | 3%&4% | -1%&-4% | -9%&-16% | -19%&3%
COc1cc2[nH]c(C(=O)N3CCC(Cc4ccccc4)CC3)cc2c(OC)c1OC | -6 | -10% | 9% | -7% | -2% | -8% | i | -9% | -2%
CC1CC(=O)N(CC(=O)Nc2cccc(Cl)c2)c2ccccc2S1(=O)=O (stereo not drawn) | 5 | -9% | 26% | -6% | 12% | 1% | -9% | 2% | 50%[activator]
O=C(c1ccc(Cl)c(S(=O)(=O)N2CCCC2)c1)N1CCN(c2ccccn2)CC1 | 1 | -13% | -2% | -4% | -4% | -4% | -2% | -13% | -2%
O=C(Nc1cccc(-c2nnc(-c3ccco3)o2)c1)c1ccccc1 | u | -19% | 33%[activator] | -1% | 0% | 1% | 9% | -7% | -21%
COc1ccc(NC(=O)CCCCCN2C(=O)CCC2=O)cc1Cl | -6 | -14% | 3%[58.9 µM] | 2% | 2% | -1% | -6% | -17% | 1%
CCOc1cccc(C2Nc3ccccc3-c3cc(C)nn32)c1O (stereo not drawn) | -25 | -19% | -2% | x | -21% | -2% | 0% | -10% | 2%
CC(=O)c1cccc(NC(=S)NC(=O)c2ccc(C)cc2Cl)c1 | 1 | -15% | -18% | -2% | -6% | -10% | x | -10% | -2%
CCCCOC(=O)c1ccc(NC(=O)CSc2nnnn2C)cc1 | -21 | -11% | 43%[activator] | 19% | 1% | -5% | i | -11% | 3%
COc1ccc(NC(=O)c2ccc(OC(=S)N(C)c3ccc(OC)cc3)cc2)cc1 | -7 | -10% | 3% | -1% | -5% | -8% | -5% | -12% | 7%
Cc1cc(=O)oc2cc(O)cc(O)c12 | x | x | -123% | 2% | u | x | -3% | u | x
Cc1ccc(CCNC(=O)CN(c2ccc(C(C)C)cc2)S(=O)(=O)c2c(C)nn(C)c2C)cc1 | -6 | -9% | 3% | x | 2% | -3% | -3% | 8% | 31%
C/C=C/c1ccc(OCCOc2cccc3cccnc23)c(OC)c1 | 25 | -21% | 1% | -4% | -3% | -4% | -1% | -9% | 12%
Cc1ccc(C(=O)Nc2cccc(NC(=O)CN3CCCCC3)c2)cc1 | 4 | u | 44%[activator] | 12% | -4% | -7% | -10% | -9% | 4%
CCSc1nnc(-c2ccc(S(=O)(=O)N3CCOCC3)cc2)n1C | -21 | 0% | -22% | 3% | u | -2% | -4% | -14% | 24%
CN(C)S(=O)(=O)c1ccc(Cl)c(NC(=O)COC(=O)C2CCCO2)c1 (stereo not drawn) | -4 | -9% | 2% | 3% | -12% | -1% | i | -6% | 14%
CCCCN(C)S(=O)(=O)c1ccc(C(=O)Nc2nnc(CSC)o2)cc1 | 0 | -13% | -6%[58.9 µM] | -2% | 5% | -2% | 0% | 7% | 22%
Cc1cc(C)c(C)c(OC(=O)c2sc(Cl)nc2C)c1 | x | -17% | 4% | 12% | -3% | 1% | -8% | -8% | 19%
CS(=O)(=O)n1nc(-c2ccccc2)nc1NCc1ccco1 | -5 | 14% | 22% | 7% | -21% | -12% | -2% | -11% | -24%
CC(C)Cn1cc(C(=O)N2CCN(c3ccccn3)CC2)c2c3ccccc3n(C)c2c1=O | 25 | -10% | 4% | 14% | -13% | -7% | 3% | -17% | 29%

RXFP1 antagonist: what is marked active above.
SMILES,RXFP1 antagonist,Anesthetic bind,POLI inh,APEX1 inh,POLK inh,BLM inh,PGK inhibitor,POLH inh
O=Cc1cc(N=Nc2ccccc2Cl)ccc1O,-65*,u,u,1%,u,-10%,-16%,-2%

Another view of some results above:
The line under a structure holds: RXFP1 antagonist, Anesthetic bind, POLI inh, APEX1 inh, POLK inh, BLM inh, PGK inhibitor, POLH inh, Pol beta inh
> O=C(c1ccc(Cl)c(S(=O)(=O)N2CCCC2)c1)N1CCN(c2ccccn2)CC1
 : 1, -13%, -2%, -4%, -4%, -4%, -2%, -13%, -2%
> Cc1cc(C)c(C)c(OC(=O)c2sc(Cl)nc2C)c1
 : x, -17%, 4%, 12%, -3%, 1%, -8%, -8%, 19%

(list continues)
SMILES | RXFP1 antagonist | Anesthetic bind | POLI inh | APEX1 inh | POLK inh | BLM inh | PGK inhibitor | POLH inh | Pol beta inh
O=C(Nc1ccc(F)c(F)c1)c1cccnc1 | -5 | -6% | -1% | 2% | -2% | 3% | -5% | -14% | 13%
CN(C)C(C)(C)C#CC(O)(c1ccccc1)c1ccccc1 | -9 | -5% | 21% | 0% | 3% | -7% | -18% | 12% | -9%
CCOC(=O)N1CCN(C(c2cccc(OC)c2)c2sc3nc(C)nn3c2O)CC1 (stereo not drawn) | 5 | -7% | 10% | 1% | -11% | -2% | -8% | 6% | 3%
CCOc1ccc(CCN2C(=S)N([C@@H](CC(C)C)CN3CCCC3CN3C(=S)NC[C@@H]3Cc3ccc(O)cc3)C[C@@H]2Cc2ccc(O)cc2)cc1 (stereo partly drawn) | x | x | -1% | x | 0% | x | -10% | -9% | x
Cc1cc([N+](=O)[O-])nn1CCCC(=O)Nc1cc(Cl)ccc1Cl | -12 | -17% | -29% | -8% | 5% | -10% | -7% | -23% | 0%
CCN1CCN(Cc2ccc(OCc3ccccc3)c(OC)c2)CC1 | 3 | -13% | u | 13% | -4% | -1% | x | 7% | 36%
Cc1noc(C)c1C(=O)OCC(=O)NCc1ccc(Cl)cc1 | 16 | x | -9% | 0% | -19% | x | 8% | -5% | x

4 entries already listed, ordered by the number in POLI inh, smallest number first:
SMILES | RXFP1 antagonist | Anesthetic bind | POLI inh | APEX1 inh | POLK inh | BLM inh | PGK inhibitor | POLH inh
CCC(C)NS(=O)(=O)c1ccc(NC(=O)c2cccs2)cc1 (stereo not drawn) | 17 | -5% | -5% | 1% | -2% | -3% | i | -7%
O=C(c1ccc(Cl)c(S(=O)(=O)N2CCCC2)c1)N1CCN(c2ccccn2)CC1 | 1 | -13% | -2% | -4% | -4% | -4% | -2% | -13%
CCOC(=O)c1c(NC(=O)C2CCCCC2)sc2c1CCN(CC)C2 | 9 | -20% | 1% | 15% | -7% | -8% | -5% | 0%
COc1cccc(C(=O)NCCN2CCN(c3ccc(Cl)cc3)CC2)c1 | x | x | 2% | u | -5%[60.1 µM] | x | 1% | -6%
